Screening results: PubChem, National Center for Advancing Translational Sciences (NCATS)
12-LOX inh: blocks human arachidonate 12S-lipoxygenase; purified 12hLO, xylenol orange hydroperoxide absorbance; AID 1671190; 580,000 tested, 1.1% active; Potency, µM (series often up to 108 µM), without a hit: top-dose activity change, negative = inhibition, usual class: inhibitors; further: on the % scale 0 is the no-effect control and ±100 the full control effect
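Purified human 12hLO (150 nM final) in 25 mM Hepes, 0.01% Triton X-100, pH 7.0 was preincubated 15 min at room temperature with compound. Then 40 uM arachidonic acid was added, 30 min. Hydroperoxide was read by Fe-XO absorbance ratio 573/405 nm.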
RGS4 inh: human RGS4 inhibition; P49798; Transcreener GDP fluorescence polarization, RGS4-accelerated GTP hydrolysis; Potency, µM (top dose mostly 114 µM), for the others: at the highest dose activity change, negative = inhibition, usual class: inhibitors; 390,000 tested, 0.039% active; AID 504845; further: on the % scale 0 is the no-effect control and ±100 the full control effect; nearly all actives have a fitted effect of over 75% in size; some results filed as inactive show a strong effect at the top dose
Target sequence (P49798 whole entry, looked up): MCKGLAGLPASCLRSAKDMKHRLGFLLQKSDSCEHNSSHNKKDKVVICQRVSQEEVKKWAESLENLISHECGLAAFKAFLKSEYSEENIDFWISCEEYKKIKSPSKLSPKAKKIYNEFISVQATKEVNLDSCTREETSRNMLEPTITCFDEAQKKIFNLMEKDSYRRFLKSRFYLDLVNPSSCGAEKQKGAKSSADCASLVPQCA
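MLSMR compounds (23 nl, pin-transferred) preincubated 10 min at room temperature with a 500nM (2x) first reagent, then RGS4 at 900nM (2x) plus Transcreener GDP mix added; fluorescence polarization (620/688 nm) read before and after 90 min at 30 °C.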
TrxR1 substrate: is turned over as a substrate by rat TrxR1; O89049; purified TrxR1 substrate turnover, NADPH consumption readout; Potency, µM (top dose mostly 114 µM), inactives show at the top dose activity change, negative = substrate turnover; 390,000 tested, 0.01% active; AID 588456; further: on the % scale 0 is the no-effect control and ±100 the full control effect; nearly all actives have a fitted effect of over 50% in size
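Rat TrxR1, dispensed at 90 nM, was prereduced with 400 uM NADPH (final) for 5 min at ~22 deg C, then incubated with compound 15 min before 400 uM selenite. A first-read NADPH fluorescence drop versus no-compound background flagged substrates.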
IDH1 R132H inh: human IDH1 R132H inhibition; IDH1-R132H enzyme, NADPH consumption, diaphorase/resazurin fluorescence; Potency, µM (top dose mostly 76.6 µM), for inactives: at the highest dose activity change, negative = inhibition, actives largely listed as inhibitors; 390,000 tested, 0.093% active; AID 602179; further: on the % scale 0 is the no-effect control and ±100 the full control effect; nearly all actives have a fitted effect of over 65% in size
Target sequence (O75874 whole entry R132H, stated change not applied): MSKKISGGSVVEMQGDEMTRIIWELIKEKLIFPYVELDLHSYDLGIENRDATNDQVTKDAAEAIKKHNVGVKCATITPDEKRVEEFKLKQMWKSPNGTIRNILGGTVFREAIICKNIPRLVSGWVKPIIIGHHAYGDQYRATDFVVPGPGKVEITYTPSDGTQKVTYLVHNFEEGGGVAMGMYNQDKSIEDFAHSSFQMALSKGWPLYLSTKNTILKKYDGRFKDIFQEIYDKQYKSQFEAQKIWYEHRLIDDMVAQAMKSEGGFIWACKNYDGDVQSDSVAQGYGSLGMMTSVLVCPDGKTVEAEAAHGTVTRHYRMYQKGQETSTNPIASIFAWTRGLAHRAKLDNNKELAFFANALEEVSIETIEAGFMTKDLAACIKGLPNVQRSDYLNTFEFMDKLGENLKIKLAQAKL
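IDH1-R132H (0.5 ug/mL) preincubated 30 min with compound, then NADPH (0.016 mM) and alpha-KG (2 mM) added; 80 min at RT, pH 7.5. Remaining NADPH coupled via diaphorase/resazurin to fluorescence (540/590 nm); concentration-response curves normalized to no-enzyme control.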
rTrxR1 inhibitor: rat TrxR1 inhibition. Potency, µM (titrated, usually from 114 µM), for the others: at the highest dose activity change, negative = inhibition, actives largely listed as inhibitors. 390,000 tested, 1% active. recombinant rTrxR1, NADPH fluorescence consumption, selenite substrate; further: on the % scale 0 is the no-effect control and ±100 the full control effect; nearly all actives have a fitted effect of over 65% in size
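Rat TrxR1 (90 nM in the dispensed reagent) was pre-reduced with 400 uM NADPH for 5 min at room temperature, then incubated with compound for 15 min. After 400 uM selenite was added, NADPH fluorescence (Ex 340/Em 450 nm) was followed for 8 min.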
Vif-A3F inh: inhibitors of Vif-A3F interaction. AID 602313. Potency, µM (series often up to 46.1 µM), inactives show at the top dose activity, negative = active. 390,000 tested, 0.2% active. HeLa A3F-eYFP + Vif (tagged APOBEC3F with the HIV-1 protein that degrades it), YFP fluorescence increase; further: % of control where 0% means no effect; nearly all actives have a fitted effect of over 65% in size
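Fluorescence increase (Ex 488/Em 500-530) after overnight compound treatment at 37 deg C flags inhibition of Vif-driven A3F-eYFP loss in stable HeLa A3F-eYFP/Vif cells seeded overnight beforehand.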
RXFP1 agonist: activates the human relaxin receptor RXFP1; HEK293T-RXFP1 cAMP TR-FRET, 30 min; response scale: percent of porcine relaxin response, buffer zero; Potency, µM (doses to about 57.5 µM), without a hit: at the highest dose activation, usual class: activators; 370,000 tested, 0.3% active; AID 2676; further: on the % scale 0 is the no-effect control and ±100 the full control effect; nearly all actives have a fitted effect of over 60% in size; many of its hits are not listed in these tables
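cAMP rise read by TR-FRET after 30 min, 37C compound exposure (up to 58 uM) in RXFP1-transfected HEK293 cells with Ro 20174 present. EC50 from Hill-equation fits, with 29 nM porcine relaxin as 100% and buffer as basal.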
Vif-A3G inh: Vif-A3G binding inhibition. 410,000 tested, 0.076% active. Q9HC16. AID 602310. HeLa A3G-eYFP + Vif (tagged APOBEC3G with the HIV-1 protein that degrades it), YFP fluorescence, overnight. Potency, µM (doses to about 46.1 µM), inactives show at the highest dose activity, negative = active, usual class: inhibitors;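 further: on the % scale 0 is the no-effect control and ±100 the full control effect; nearly all actives have a fitted effect of over 60% in size; hits raise eYFP signal because A3G escapes Vif-driven loss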
Target sequence (Q9HC16 whole entry, looked up): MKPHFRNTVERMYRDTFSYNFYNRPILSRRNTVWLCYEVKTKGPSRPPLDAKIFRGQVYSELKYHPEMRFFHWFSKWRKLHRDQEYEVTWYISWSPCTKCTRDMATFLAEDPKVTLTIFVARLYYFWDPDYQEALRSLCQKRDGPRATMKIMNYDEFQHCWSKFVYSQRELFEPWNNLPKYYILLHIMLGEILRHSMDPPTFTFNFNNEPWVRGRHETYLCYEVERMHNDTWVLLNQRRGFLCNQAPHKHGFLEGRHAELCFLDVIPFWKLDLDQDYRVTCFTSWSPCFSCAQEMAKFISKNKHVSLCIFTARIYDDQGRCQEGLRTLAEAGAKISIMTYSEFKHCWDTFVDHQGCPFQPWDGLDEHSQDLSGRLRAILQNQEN
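Read-out is eYFP fluorescence (Ex 488/Em 500-530) from Vif-expressing HeLa A3G-eYFP cells; more signal means A3G escaped Vif-mediated degradation. Cells plated overnight, compound pinned in, incubated overnight at 37 deg C.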
USP1 inh: inhibitors of human USP1/UAF1 deubiquitinase | recombinant USP1/UAF1, Ub-Rhodamine cleavage fluorescence | O94782 | 390,000 tested, 0.23% active | Potency, µM (series often up to 57.1 µM), for inactives: at the highest dose activity change, negative = inhibition, hits mostly inhibitors | AID 743255; further: on the % scale 0 is the no-effect control and ±100 the full control effect; nearly all actives have a fitted effect of over 60% in size; inactives centre near -12
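USP1/UAF1 complex at 1 nM was preincubated with compound for 15 min at room temperature, then Ub-Rho substrate (150nM final) was added. Fluorescence (480/540 nm) was read kinetically, 6 reads every 60 seconds.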
Active calls of the source: *; ? = inconclusive; . = not tested or not shown; & = joins results of further samples; [ ] = another dose, or the depositor's remark. The call rests on the fitted dose curve; in most records, active means well fitted curve in the direction sought with a large enough effect; inconclusive means small, poorly fitted or top-dose-only effect, or another doubt; inactive means no such curve, though single readings can be large; an effect the other way counts as inactive or inconclusive. Potency means the concentration at half of the fitted maximal effect. Some of the compounds tested. The share of hits here may be higher or lower than overall.

SMILES	12-LOX inh	RGS4 inh	TrxR1 substrate	IDH1 R132H inh	rTrxR1 inhibitor	Vif-A3F inh	RXFP1 agonist	Vif-A3G inh	USP1 inh
COc1ccc(CN2CCN(S(=O)(=O)c3ccc(C)cc3)CC2)cc1OC	?	5%	3%[57.1 µM]	0%	8%[57.1 µM]	15%	.	0%	-4%
CC1CCC(C(C)C)C(OC(=O)C[n+]2cccc(C(N)=O)c2)C1 (stereo not drawn)	?	-88%[11.4 µM]	5%	2%	-11%	-7%	-1.6%	-2%	-15%
COC(=O)CNc1cccc(C(F)(F)F)c1	468%[activator]	-1%	6%[57.1 µM]	-5%	14%[57.1 µM]	1%	0.3%	2%	-5%
O=C(Cc1ccc(Br)cc1)N(Cc1ccccc1)c1ccccn1	-7%	-14%	8%[57.1 µM]	16%	22%[57.1 µM]	1%	1.1%	-4%	-12%
COc1ccc2c(c1)O[C@H]1c3ccc(O)cc3OC[C@@H]21	49%	16%	-4%	0%	0%	7%	.	8%	3%
CC1CCCN(C(=O)COC(=O)/C=C/c2ccc(C(F)(F)F)cc2)C1 (stereo not drawn)	?	11%	-4%	-2%	14%	4%	1.8%	-1%	-15%
CCC(=O)c1ccc2c(c1)OCCO2	-4%	0%	6%	-2%	24%	0%	4.8%	1%	-21%
O=C(NCC(c1cccs1)N1CCOCC1)c1cc([N+](=O)[O-])cc([N+](=O)[O-])c1 (stereo not drawn)	2%	22%	-7%	1%	4%	-35%	-0.4%	5%	1%
CC(C)C(=O)Nc1cccc(NC(=S)NC(=O)c2ccc(Cl)cc2)c1	-23%	-15%	4%[57.1 µM]	3%	?	-13%	2.0%	-1%	-6%
COc1ccc(OC)c(Cc2nnc(CCC(=O)NC3CCCC3)o2)c1	4%	45%	7%[57.1 µM]	0%	2%[57.1 µM]	-3%	-0.4%	2%	4%
COc1ccccc1N1CCN(CC(O)COc2ccc3c(C)cc(=O)oc3c2)CC1 (stereo not drawn)	18%	0%	20%	11%	-19%	1%	2.9%	1%	-21%
COc1ccc(OC)c(NC(=O)c2c(NCc3ccc(OC)c(OC)c3)sc3c2CCC3)c1	?	-50%	-1%[57.1 µM]	-6%	8%[57.1 µM]	-9%	-1.4%	-5%	-24%
COc1ccc(NC(=O)COC(=O)CCc2nc3ccccc3c(=O)[nH]2)cc1Cl	72%	1%	-1%	-2%	3%	3%	.	-5%	-10%
O=C(Nc1ccc(F)cc1)C1CCCO1 (stereo not drawn)	4%	-39%	2%	3%	14%	1%	0.4%	0%	-18%
CCCn1c(=S)[nH]c2cc(C(=O)N3CCN(C(=O)OCC)CC3)ccc2c1=O	0%	-49%	-4%	9%	-4%	-12%	2.6%	-1%	-21%
Cc1ccc(NC(=O)CSc2ccc(-c3cccnc3)nn2)c(C)c1	0%	10%	-5%	0%	-11%	-1%	1.3%	0%	-4%
Cc1ccccc1OCc1ccc(-c2nc(C#N)c(N3CCN(c4cccc(Cl)c4)CC3)o2)o1	-14%	10%	-11%	-4%	-12%	-19%	-0.9%	1%	-8%
Cc1cccc(C)c1NC(=O)COC(=O)c1cc(S(=O)(=O)Nc2ccc(Cl)cc2)ccc1O	-3%	13%	23%	-7%	13%	-3%	.	-5%	-4%
O=C(CN1CCOCC1)Nc1ncc(Cc2cccc(Cl)c2)s1	1%	-7%	-8%	4%	4%	-2%	1.2%	0%	1%
O=C(Cn1ccc([N+](=O)[O-])n1)N1CCCCC1	4%	6%	-1%	-2%	11%	11%	1.1%	-1%	-23%
Cc1nc2ncnn2c(N2CCCC(C(=O)Nc3ccccc3Br)C2)c1C (stereo not drawn)	7%	-8%	7%[57.1 µM]	-8%	27%[57.1 µM]	12%	14%	0%	-2%
CS(=O)(=O)c1ccc(S(=O)CC(=O)Oc2ccc(Cl)cc2)c([N+](=O)[O-])c1 (stereo not drawn)	.	?	4%[57.1 µM]	-4%	1.8µM*	-2%	-2.2%	?	-21%
O=C(Cc1c[nH]c2ccccc12)N1CCN(S(=O)(=O)c2ccc(F)cc2)CC1	?	.	.	-4%	.	-4%	.	-4%	-25%
O=C(c1ccc(OC2CCN(C(=O)C3CC3)CC2)cc1)N(CCO)Cc1ccccc1	10%	18%	0%	-13%	6%	-11%	-3.0%	3%	-15%
O=C(CCS(=O)(=O)c1cccc2nonc12)N1CCN(c2ccc(F)cc2)CC1	-17%	1%	-2%	0%	?	-4%	1.3%	5%	-6%

Reprinted from the part before: three entries; new compounds follow.
SMILES	12-LOX inh	RGS4 inh	TrxR1 substrate	IDH1 R132H inh	rTrxR1 inhibitor	Vif-A3F inh	RXFP1 agonist	Vif-A3G inh	USP1 inh
O=C(Cc1c[nH]c2ccccc12)N1CCN(S(=O)(=O)c2ccc(F)cc2)CC1	?	.	.	-4%	.	-4%	.	-4%	-25%
O=C(c1ccc(OC2CCN(C(=O)C3CC3)CC2)cc1)N(CCO)Cc1ccccc1	10%	18%	0%	-13%	6%	-11%	-3.0%	3%	-15%
O=C(CCS(=O)(=O)c1cccc2nonc12)N1CCN(c2ccc(F)cc2)CC1	-17%	1%	-2%	0%	?	-4%	1.3%	5%	-6%
COc1ccc2[nH]c3c(c2c1)CCN1C(=O)C(CC(=O)NCc2cccc(C(F)(F)F)c2)C[C@H](C(=O)N2CCOCC2)[C@@]31C (stereo partly drawn)	-3%	-12%	4%	16%	2%	-6%	.	-4%	-19%
O=C(CCCN1CCN(c2ccccn2)CC1)c1ccc(F)cc1	1%	-4%	-13%	-1%	-13%	-5%	0.4%	2%	9%
CCOC(=O)[C@H](CCc1ccccc1)N[C@H]1CCc2ccccc2N(CC(=O)O)C1=O	?	-7%	13%	-6%	23%	-11%	.	0%	-23%
O=C(COC(=O)c1ccccc1OCC(=O)Nc1ccc(Br)cc1)Nc1ccccc1	-5%	-9%	-5%&-3%	4%	-1%&11%	-5%	0.1%	0%&-1%	1%
CC1(c2ccccc2)NC(=O)N(CC(=O)Nc2cccc(/C=C/c3ccccn3)c2)C1=O (stereo not drawn)	?	1%	3%[57.1 µM]	0%	11%[57.1 µM]	7%	-1.3%	-25%	-6%
O=C(CN1CCN(S(=O)(=O)c2ccc(Cl)cc2)CC1)Nc1ccc(N2CCOCC2)cc1	-33%	-10%	-4%	-2%	3%	6%	1.5%	-1%	-20%
C=CCNc1nc(-c2cccc(OC)c2O)nc2ccccc12	-3%	10%	-4%	6%	7%	-1%	1.2%	-4%	-14%
COc1cccc(NC(=S)NC(=O)/C=C/c2ccco2)c1	0%	-53%	6%[57.1 µM]	1%	-31%[57.1 µM]	-3%	-1.1%	?	-22%
CCc1nn2c(=O)cc(COC(=O)c3ccc4c(c3)OCO4)nc2s1	-15%	-22%	-1%[57.1 µM]	15%	13%[57.1 µM]	-2%	-1.6%	2%	-18%
Cc1ccc(S(=O)(=O)N2[C@@H](c3ccc(C#N)cc3)C(C(=O)O)=C[C@H]2C(C)(C)C)cc1	7%	8%	-1%	-8%	0%	-10%	.	0%	4%
COc1ccc(CNC(=O)CC2C[C@H](C(=O)N3CCOCC3)[C@@]3(C)c4[nH]c5ccccc5c4CCN3C2=O)cc1OC (stereo partly drawn)	1%	14%	3%	10%	27%	-11%	.	-1%	-10%
COc1ccc2c(c1)-c1c(sn(-c3ccc(OC)c(OC)c3)c1=S)C(C)(C)N2	29%	-53%	-13%	5%	-20%	-21%	-0.1%	2%	-13%
CCOC(=O)c1c(C)n(C)c2cc(-c3ccc(F)cc3)c(O)cc12	-17%	-4%	7%	0%	19%[0.0914 µM]	-1%	-1.4%	1%	-16%
CCCCNC(=O)c1ccc2nc(-c3ccco3)c(-c3ccco3)nc2c1	?	?	-3%	-4%	2.8µM*	-10%	1.8%	1%	-19%
CCOc1ccc(NC(=O)CN(C)C(=O)C2CC(=O)N(Cc3ccco3)C2)cc1OCC (stereo not drawn)	21%	-19%	2%	-3%	?	2%	-0.1%	0%	-3%
COC(=O)CNc1nc(Cl)nc(N2CCC(C)CC2)n1	-13%	-11%	3%	5%	11%	2%	-1.4%	1%	-8%
C#CCNC(=O)C1=C[C@H](c2ccccc2)C[C@H](OCCCCO)O1	-4%	-16%	12%	18%	-31%	-2%	-0.4%	-5%	?
Fc1ccc(-c2[nH]ncc2CN2CCN(c3ccc(F)cc3)CC2)cc1	128%[activator]	-27%	4%[57.1 µM]	7%	14%[57.1 µM]	3%	0.1%	-5%	-23%
CCOC(=O)c1[nH]c2c(c1Cc1ccccc1)C(=O)CC(c1ccc(OC)cc1)C2 (stereo not drawn)	-11%	5%	1%	-14%	15%	0%	0.0%	2%	-3%
COc1ccc(NC(=S)N2CCN(C/C=C/c3ccccc3)CC2)c(OC)c1	1%	-24%	2%[57.1 µM]	9%	12%[57.1 µM]	2%	3.1%	0%	?
COc1cccc(Nc2nc(NCCO)nc(N3CCCC3)n2)c1	5%	-1%	-1%	.	-22%	1%	.	2%	.
Cc1ccc2c(COC(=O)c3ccccc3Br)cc(=O)oc2c1	-18%	-11%	4%	0%	13%	-9%	5.1%	5%	-15%
CC(=O)Nc1ccc(N(C)C)cc1[N+](=O)[O-]	20%	0%	-3%	-2%	2%	-1%	-1.2%	-8%	1%
